Assay outcomes (PubChem BioAssay)
B2AR arrestin: qHTS assay of beta-arrestin-biased ligands of beta2-adrenergic receptor | Beta-2 adrenergic receptor (Homo sapiens), P07550 | beta-arrestin recruitment to beta2AR, cell-based reporter | Potency, µM (highest dose often 46.1 µM), for inactives: at the highest dose activation, usual class: activators | hit rate 0.02% among 330,000 | AID 492947, 2010;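 also: potency is read from the fitted curve at half-maximal effect; 0% = DMSO controls and full agonism = EC100 isoproterenol or metaproterenol; nearly all actives have a fitted effect of over 65% in size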
Giardia killer: Small Molecules that selectively kill Giardia lamblia: qHTS | Giardia lamblia trophozoite viability | activity change, % at 7.66 µM, hits read low | hit rate 0.15% among 340,000 | AID 540267, 2011; in the data active = activity change below about -80%; inconclusive = between about -30% and that limit;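 also: parasites exposed to compound for two days anaerobically before the ATP read; % is scaled to controls: 0 for no effect and ±100 for the full control effect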
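Luminescent ATP signal served as the viability read-out, measured 15-30 min after adding ATP detection reagent to trophozoites that had been incubated with compounds for 48 hrs at 37 deg C anaerobically at 100 cells/well.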
hERG WT inh: qHTS for Inhibitors of KCHN2 3.1: Wildtype qHTS | activity change, % at 1.84 µM | AID 720551, 2013 | U2OS, BacMam KCNH2, thallium flux FluxOr; stronger effect = lower value | hit rate 0.37% among 340,000 | Voltage-gated inwardly rectifying potassium channel KCNH2 (Homo sapiens), Q12809;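 active = maximum activity change below -70%; inconclusive = maximum activity change between -70% and -50%; inactive = maximum activity change above -50%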; also: % is scaled to controls: 0 for no effect and ±100 for the full control effect
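U2OS cells transduced with wild-type KCNH2 virus are loaded with FluxOr dye for 45 min, and thallium flux is measured in kinetic reads before and after stimulation buffer. Rate constants are normalized to DMSO controls.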
PKM2 activator: qHTS Assay for Activators of Human Muscle isoform 2 Pyruvate Kinase; Pyruvate kinase PKM (Homo sapiens), P14618; purified PKM2, Kinase-Glo ATP luminescence, activation; response scale: 0% is enzyme alone, no compound; Potency, µM (doses to about 57.5 µM), for the others: at the top dose activation, usual class: activators; hit rate 0.34% among 260,000; AID 1631, 2009; also: potency is read from the fitted curve at half-maximal effect; % is scaled to controls: 0 for no effect and ±100 for the full control effect; nearly all actives have a fitted effect of over 55% in size
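ATP formation by purified human PK-M2, quantified via coupled luciferase luminescence after 1 h at room temperature with 0.1 mM ADP and 0.5 mM PEP final.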
MLL CXXC-DNA inh: qHTS Fluorescence Polarization Assay for Inhibitors of MLL CXXC domain - DNA interaction. Histone-lysine N-methyltransferase 2A (Homo sapiens), Q03164. MLL-CXXC / FITC-HOXA9 DNA fluorescence polarization. Potency, µM (highest dose often 115 µM), for inactives: top-dose activity change, negative = inhibition, actives largely listed as inhibitors. hit rate 0.037% among 290,000. AID 2662, 2010; active = well fitted inhibition curve with a large enough effect in the polarisation, with a control signal flat, not every such curve was filed as active; inconclusive = small, poorly fitted or top-dose-only effect, or effect the other way, or a change in a side signal; inactive = no such curve, though single readings can be large or run the other way; the % refers to the polarisation; also: potency is read from the fitted curve at half-maximal effect
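Fluorescence polarization: 7 uM MLL-CXXC (stock) preincubated 5 min with compounds, then 50 nM fluorescein-HOX-A9 DNA (stock) added; 30 min ambient. Buffer 50 mM Tris-HCl pH 7.5, 50 mM NaCl, 1 mM DTT, 0.05% BSA.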
USP2a inh: qHTS Assay for Inhibitors of Ubiquitin-specific Protease USP2a Using CHOP2 as the Reporter | Ubiquitin carboxyl-terminal hydrolase 2 (Homo sapiens), O75604 | USP2 core, Ub-CHOP2 coupled fluorogenic reporter, 485/531 | Potency, µM (highest dose often 38.3 µM), without a hit: at the top dose activity change, negative = inhibition, hits mostly inhibitors | hit rate 0.01% among 330,000 | AID 463254, 2010;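 also: potency is read from the fitted curve at half-maximal effect; plate controls were DMSO wells for no effect and full inhibition by NEM control for full effect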
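Cell-free coupled assay: 10nM USP2 core preincubated 30min RT with compound in Tris-HCl pH 8.0/CaCl2/CHAPS buffer, then 25nM Ub-CHOP2 and 25nM reporter substrate; fluorescence (Ex 485/Em 531) read after 60min RT, normalized to NEM inhibition, concentration-response curves fitted.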
Menin MLL FP TR: qHTS Assay for Inhibitors Targeting the Menin-MLL Interaction in MLL Related Leukemias: Competition With Texas Red Labeled MLL-derived Mutant Peptide; O00255; Menin + Texas Red MLL mutant peptide, fluorescence polarization; Potency, µM (series often up to 61.6 µM), inactives show at the highest dose FP activity change, negative = inhibition, usual class: inhibitors; hit rate 0.23% among 270,000; AID 1768, 2009; active = well fitted inhibition curve with a large enough effect in the polarisation, with a control signal flat, not every such curve was filed as active; inconclusive = small, poorly fitted or top-dose-only effect, or effect the other way, or a change in a side signal; inactive = no such curve, though single readings can be large or run the other way; the % refers to the polarisation; also: potency is read from the fitted curve at half-maximal effect; % of control where 0% means no effect; many of its hits are not listed in these tables
TRPV1 ag: HTS Assay for Compounds that Act as Agonists of the Vanilloid Receptor 1. TRPV1-expressing cells, Fluo-8 calcium influx, agonist mode. activation, % at 8.33 µM. hit rate 0.19% among 320,000; in the data active = activation above about 80%; inconclusive = between about 30% and that limit; also: 0% is about no effect
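TRPV1-expressing cells were cultured overnight at 35.5C and loaded with Fluo-8 calcium dye for 40 to 90 min at room temperature. After a 10 s baseline, compound was added and calcium influx was read kinetically for 3 min (ex 480/em 520 nm).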
KCNH2 3.1 block: qHTS for Inhibitors of KCHN2 3.1: Mutant qHTS; Potassium voltage-gated channel subfamily H member 2, brain isoform KCNH2 3.1 (human); hit rate 0.95% among 340,000; U2OS KCNH2 3.1, thallium flux FluxOr; stronger effect = lower value; activity change, % (tested at about 1.8 µM);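 active = maximum activity change below -70%; inconclusive = maximum activity change from -70% to -50%; inactive = maximum activity change above -50%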;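 also: thallium influx rate constant from kinetic fluorescence after stimulation buffer; % is scaled to controls: 0 for no effect and ±100 for the full control effect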
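Measured as rate of thallium-driven FluxOr signal in transduced U2OS cells carrying the 3.1 channel, read kinetically for 2 min upon stimulation; values are rate constants scaled to DMSO control wells.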
GALK inh: qHTS Assay for Inhibitors of Human Galactokinase (GALK); P51570; Purified GALK, Kinase-Glo residual ATP luminescence; Potency, µM (highest dose often 57.5 µM), inactives show at the top dose activity change, negative = inhibition, usual class: inhibitors; hit rate 0.007% among 270,000; AID 1868, 2009; also: potency is read from the fitted curve at half-maximal effect; % is scaled to controls: 0 for no effect and ±100 for the full control effect
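The enzyme phosphorylates galactose (100 uM) using ATP (35 uM); inhibition is detected as higher residual ATP, quantified by bioluminescence after 1 h reaction at room temperature, pH 8.0.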
FBPA coupling cs: qHTS Assay for Inhibitors of Fructose-1,6-bisphosphate Aldolase from Giardia Lamblia: Coupling assay counterscreen; AID 2472, 2010; hit rate 0.67% among 290,000; coupling enzyme system counterscreen, AmpLite Red fluorescence; activity change, negative = inhibition, % at 58.2 µM, hits read low; in the data active = activity change below about -30%; also: % is scaled to controls: 0 for no effect and ±100 for the full control effect
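Compounds tested against the coupling enzymes alone at 57.5 uM final; readout was AmpLite Red fluorescence (525/598 nm) after 20 min at RT.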
An asterisk follows results filed as active; u = inconclusive; x = no result given. Unless noted, calls follow the shape of the dose curve; as a rule, active = well fitted curve in the direction sought with a large enough effect; inconclusive = small, poorly fitted or top-dose-only effect, or another doubt; inactive = no such curve, though single readings can be large; an effect the other way counts as inactive or inconclusive. Only part of the results is shown (hit frequency here may not be typical).

Each structure is followed by: B2AR arrestin, Giardia killer, hERG WT inh, PKM2 activator, MLL CXXC-DNA inh, USP2a inh, Menin MLL FP TR, TRPV1 ag, KCNH2 3.1 block, GALK inh, FBPA coupling cs
> CSc1ncc(Cl)c(C(=O)Nc2cccnc2)n1
→ 0.6%, 22, 3, x, 2%, 5%, 1%, -2, 9, 4%, 1
> Cc1nc(C)c(-c2csc(Nc3ccc(F)cc3)n2)s1
→ 0.0%, -18, -9, 2%, 1%, 5%, u, 0, 7, -3%, -1
> COc1ccc2c(-c3ccc(OCCN4CCCCC4)cc3)c(-c3ccccc3OC)sc2c1
→ -1.5%, -19, 7, x, x, 3%, x, x, -22, x, x
> COc1ccc(C(=O)N2CCN(Cc3ccccc3C(F)(F)F)CC2)cc1
→ 0.1%, 4, 4, 20%, -2%, 0%, u, u, -32, -3%, 0
> CCSc1ncc(Cl)c(C(=O)Nc2ccc(S(=O)(=O)Nc3onc(C)c3C)cc2)n1
→ -0.3%, 1, -16, 5%, -13%, 0%, 5%, x, -7, -1%, 15
> CC(C)c1cc(NC(=O)c2ccccc2)cc(C(C)C)c1O
→ -0.1%, 15, -1, 6%, 4%, 1%, 18%, 5, 7, -1%, -15
> O=C(COC(=O)CSc1ccc2ccccc2c1)NC1CC1
→ -0.2%, 25, -11, 16%, 0%, 3%, 8%, 19, -2, 0%, 0
> COc1cc(/C=C/C(=O)O)cc(S(=O)(=O)Nc2ccccc2Cl)c1OC
→ 8.8%, -7, 1, 7%, 3%, 0%, -3%, -1, -18, -2%, 1
> CC(=O)Nc1ccc(/C=N/NC(=O)c2cccc(S(=O)(=O)N3CCOCC3)c2)cc1
→ -0.9%, -8, -12, -1%, 6%, 2%, 5%, -1, 8, 1%, 3
> Cc1cc(=O)[nH]c(SCC(=O)O)c1C#N
→ 0.3%, -6, 4, 1%, -4%, 0%, -2%, 0, 1, 0%, -2
> CN(C)c1ccc(C(C(=O)NCc2ccccc2)N(Cc2ccco2)C(=O)c2snc(C(N)=O)c2N)cc1 (stereo not given)
→ 0.0%, 24, -12, x, 0%, -1%, -4%, 2, -25, -2%, 0
> N#Cc1c(/N=C/C=C/c2ccccc2)sc2c1CCCC2
→ -0.4%, -10, 3, 2%, 4%, -2%, 13%, 1, 5, 4%, 2
> CCOc1ccc(S(=O)(=O)N2CCCC(C(=O)NCc3cccnc3)C2)cc1Cl (stereo not given)
→ -0.5%, 2, 2, x, 0%, 2%, 8%, 5, 14, 3%, 0
> COC(=O)c1noc(-c2ccc(C)cc2)n1
→ -0.7%, -4, -2, -5%, 13%, 2%, -1%, 1, -9, 4%, 1
> Cc1cc(C(=O)Nc2cc(C)on2)on1
→ -0.3%, 7, 4, -1%, x, 0%, -11%, -4, 41, x, 3
> CC(C)n1c(NCCc2ccccc2)nc2c1c(=O)n(C)c(=O)n2C
→ -0.4%, -3, 1, -5%, 7%, 4%, -5%, 2, -7, 0%, 2
> CCc1nc2ccccc2n1CC(=O)N1CCN(Cc2ccccc2)CC1
→ 0.1%, -1, 11, 0%, 15%, 1%, -1%, 3, 0, -1%, 3
> Cc1ccc(NC(=O)COC(=O)CNC(=O)c2ccc(Br)cc2)c(C)c1
→ -0.1%, -12, 5, -9%, -4%, 0%, 2%, 1, 3, 1%, 5
> CCOC(=O)C1=C(c2ccccc2)Nc2ncnn2C1c1cccc(O)c1 (stereo not given)
→ -0.7%, -5, x, -11%, -5%, 0%, x, 1, 22, 4%, -3
> CC(C)c1c(O)nc(SCc2ccc(F)cc2)[nH]c1=O
→ 0.2%, 4, 2, 7%, -2%, 1%, 2%, -1, -12, -1%, 1

Molecules above that have an aryl methoxy group, in the order listed:
Each structure is followed by: B2AR arrestin, Giardia killer, hERG WT inh, PKM2 activator, MLL CXXC-DNA inh, USP2a inh, Menin MLL FP TR, TRPV1 ag, KCNH2 3.1 block, GALK inh, FBPA coupling cs
> COc1ccc2c(-c3ccc(OCCN4CCCCC4)cc3)c(-c3ccccc3OC)sc2c1
→ -1.5%, -19, 7, x, x, 3%, x, x, -22, x, x
> COc1ccc(C(=O)N2CCN(Cc3ccccc3C(F)(F)F)CC2)cc1
→ 0.1%, 4, 4, 20%, -2%, 0%, u, u, -32, -3%, 0
> COc1cc(/C=C/C(=O)O)cc(S(=O)(=O)Nc2ccccc2Cl)c1OC
→ 8.8%, -7, 1, 7%, 3%, 0%, -3%, -1, -18, -2%, 1

Three entries out of the list, arranged by count of non-hydrogen atoms, largest number first.
Each structure is followed by: B2AR arrestin, Giardia killer, hERG WT inh, PKM2 activator, MLL CXXC-DNA inh, USP2a inh, Menin MLL FP TR, TRPV1 ag, KCNH2 3.1 block, GALK inh, FBPA coupling cs
> CC(=O)Nc1ccc(/C=N/NC(=O)c2cccc(S(=O)(=O)N3CCOCC3)c2)cc1
→ -0.9%, -8, -12, -1%, 6%, 2%, 5%, -1, 8, 1%, 3
> COc1ccc(C(=O)N2CCN(Cc3ccccc3C(F)(F)F)CC2)cc1
→ 0.1%, 4, 4, 20%, -2%, 0%, u, u, -32, -3%, 0
> Cc1cc(C(=O)Nc2cc(C)on2)on1
→ -0.3%, 7, 4, -1%, x, 0%, -11%, -4, 41, x, 3
